Assay outcomes: PubChem BioAssay, National Center for Advancing Translational Sciences (NCATS)
N370S GC mod – qHTS Assay for Inhibitors and Activators of N370S glucocerebrosidase as a Potential Chaperone Treatment of Gaucher Disease. Lysosomal acid glucosylceramidase (Homo sapiens), P04062. 330,000 tested, 0.092% active. N370S GC spleen homogenate, 4MU-glucoside fluorescence. AID 2101, 2009. Potency, µM (titrated, usually from 59.4 µM), for inactives: at the top dose activity change, negative = inhibition, hits mostly inhibitors;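 further: 0% = full enzyme activity and -100% = no enzyme basal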
FEN1 inhibitor – qHTS Assay for the Inhibitors of Human Flap endonuclease 1 (FEN1); 390,000 tested, 0.35% active; Recombinant FEN1 flap cleavage, fluorescence, 15 min; Potency, µM (series often up to 114 µM), for inactives: at the highest dose activity change, negative = inhibition, hits mostly inhibitors; P39748; further: nearly all actives have a fitted effect of over 65% in size
Target sequence (P39748 whole entry, looked up): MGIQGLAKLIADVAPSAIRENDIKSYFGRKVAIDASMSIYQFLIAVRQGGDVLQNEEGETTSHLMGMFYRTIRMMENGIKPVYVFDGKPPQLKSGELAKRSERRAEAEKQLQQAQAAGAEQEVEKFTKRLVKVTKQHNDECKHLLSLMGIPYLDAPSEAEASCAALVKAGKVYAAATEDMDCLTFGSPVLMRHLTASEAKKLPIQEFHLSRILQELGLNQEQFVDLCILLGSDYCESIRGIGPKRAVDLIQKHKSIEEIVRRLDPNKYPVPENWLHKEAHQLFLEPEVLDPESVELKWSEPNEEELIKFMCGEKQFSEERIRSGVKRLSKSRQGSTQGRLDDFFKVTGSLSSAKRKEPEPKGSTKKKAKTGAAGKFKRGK
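With each library titrated from low to high concentration, compounds met 10 nM FEN1 for 15 min at room temperature before 50 nM substrate was added; readings at 0 and 15 min fed four-parameter Hill curve fits.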
KAT2A inh – qHTS Assay for Inhibitors of GCN5L2; 390,000 tested, 0.21% active; Histone acetyltransferase KAT2A (Homo sapiens), Q92830; Potency, µM (highest dose often 58.9 µM), for the others: at the top dose activity change, negative = inhibition, most hits filed as inhibitors; GCN5L2 HAT assay, ThioGlo1 CoA-SH fluorescence; AID 504327, 2011
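Free CoA generated was detected with ThioGlo1 (50uM) fluorescence at Ex340nm/Em540nm, read immediately and after 20 min at room temperature. Enzyme, 20 nM in HEPES pH 7.5 buffer, saw compounds 15 min before adding 75uM H3(1-25) peptide and 70uM acetyl-CoA.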
An asterisk follows results filed as active; ? = inconclusive; · = no result given; & = joins results of further samples; [ ] = remark or other dose. The call rests on the fitted dose curve; in most records, active means well fitted curve in the direction sought with a large enough effect; inconclusive means small, poorly fitted or top-dose-only effect, or another doubt; inactive means no such curve, though single readings can be large; an effect the other way counts as inactive or inconclusive. Unless noted, on the % scale 0 is the no-effect control and ±100 the full control effect; potency means the concentration at half of the fitted maximal effect. These rows are one share of the data; rates above refer to the full screens.

SMILES	N370S GC mod	FEN1 inhibitor	KAT2A inh
C[C@]12CCC3C(CC[C@H]4C[C@@H](O)CC[C@]34C)C1CC[C@@H]2N (stereo partly drawn)	·	-15%	-4%
COc1cc(CN2CCN(C(=O)Cc3ccccc3)CC2)cc(OC)c1OC	-4%	-3%	0%
CCOc1ccc(N=Cc2c(O)n(-c3cc(C)cc(C)c3)c(=O)[nH]c2=O)cc1	1%	-4%	-13%
CC[C@H](C)[C@H](NC(=O)CN)C(=O)N[C@@H](CC(C)C)C(=O)NCC(=O)N[C@@H](Cc1ccccc1)C(=O)N[C@H](C(=O)N[C@@H](Cc1ccccc1)C(=O)N[C@H](C(=O)N[C@@H](CC(C)C)C(=O)O)[C@@H](C)O)C(C)C	2%	·	-9%
O=C(O)c1cccc2c1NC(C(=O)O)C1CC(Sc3ccccc3[N+](=O)[O-])C(Cl)C21 (stereo not drawn)	7%	45µM*	?
CCC(=O)c1ccc(OCC(=O)N2CCN(CC(=O)Nc3ccc(C)cc3)CC2)cc1	·	-15%	-1%
O=C1NC(=O)N(c2ccccc2)C(=O)/C1=C\c1ccccc1[N+](=O)[O-]	-7%	3%	-3%
C#C[C@@]1(O)CC[C@@H]2[C@@H]3CCC4=CC(=O)CC[C@@]4(C)[C@H]3CC[C@]21C	7%[21.6 µM]	·	?
COc1ccc(S(=O)(=O)Cc2ccc(C(=O)N3CCC4(CC3)OCCO4)o2)cc1	-14%	7%	-10%
Cc1cc(O)c2c(C)c(CC(=O)N3C[C@H]4C[C@@H](C3)c3cccc(=O)n3C4)c(=O)oc2c1	-14%	3%	-1%
COC(=O)CC1(CC(=O)OC)C(=O)NC(=O)NC1=O	-11%	-8%	1%
Cc1n[nH]c(C)c1CCN	3%	3%	-3%
CCOP(=O)(OCC)C(CC)N1CCOCC1 (stereo not drawn)	1%	-1%	-6%
CCC(=O)Nc1ccccc1	-2%	-3%	-3%
Fc1ccc(NC2=NCCS2)cc1Cl	8%	-5%	-3%
CC1CC[C@]2(NC1)OC1CC3C4CC=C5CC(O)CC[C@@]5(C)C4CC[C@]3(C)C1C2C (stereo partly drawn)	-1%	·	4%
Clc1cccc(Cl)c1CN1CCN(c2ccccc2)CC1	3%	-12%	1%
Cc1oc(-c2ccc(Cl)cc2)nc1CN1C(=O)CN=C(c2ccccc2)c2cc(Cl)ccc21	·	10%	-11%
CCc1c(C)nc(N)nc1N1N=C1SC	1%	-13%	-7%[0.501 µM]
CN(C)C(=S)SC(=S)N(C)C	5%	·	?
CCN(CC)C(=O)c1ccc(NC(=O)Cn2nc(-c3ccc(C)cc3)c3ccccc3c2=O)cc1	·	1%	6%
COc1cc(CNC(=O)CCCC/C=C\C(C)C)ccc1O	7%	·	-1%
CCCCn1c(=O)c(C(=O)NCc2ccccc2OC)c(O)c2ccccc21	7%	-21%	0%
Cc1ccccc1NS(=O)(=O)c1ccc(OCC(=O)N2CCN(C)CC2)cc1	-20%	3%	-5%
CCCNc1nc(OC)nc(N2CC3CC(C2)c2cccc(=O)n2C3)n1 (stereo not drawn)	-15%	20%	-14%

New compounds follow:
SMILES	N370S GC mod	FEN1 inhibitor	KAT2A inh
C=CC[C@]1(O)CCC2C3CCC4=CCCCC4C3CCC21C (stereo partly drawn)	11%	·	-1%
Cc1ccc(CN2CCCN(Cc3ccc(C)cc3)S2(=O)=O)cc1	2%	7%	-27%
CCCCn1c(O)c(C(CC)=NCCCn2ccnc2)c(=O)[nH]c1=O	-1%	17%	-3%
Cc1cc(Br)c(NC(=O)CN2CC=C(c3ccccc3)CC2)c(Br)c1	-17%	-23%	-11%
Cc1ccc(-n2c(O)c(C=Nc3ccc(S(=O)(=O)N(C)C)cc3)c(=O)[nH]c2=O)cc1	-6%	-1%	-5%[0.501 µM]
CC(C)NCC(O)c1ccc(C2CCCC2)cc1 (stereo not drawn)	-8%	3%	2%
Cc1sc2ncn(CC(=O)NCC(=O)N3CCC4(CC3)OCCO4)c(=O)c2c1C	-10%	3%	1%
O/N=C1/C(=C\c2ccccc2)N2CCC1CC2	8%	-3%	-6%
Cc1cc(OCC(=O)NCC(O)c2ccccc2)c2c3c(c(=O)oc2c1)CCCC3 (stereo not drawn)	1%	-27%	-6%
Nc1c(Br)cc([N+](=O)[O-])cc1[N+](=O)[O-]	2%	10%	-1%
CCOC(=O)C(NC(=O)CC)(Nc1ccc(C(O)(C(=O)OCC)C(F)(F)F)cc1C)C(F)(F)F (stereo not drawn)	-12%	-2%	-14%
O=C(C[N+]12CCN(CC1)CC2)NCCc1ccc(Cl)cc1Cl	-6%	16%	-10%
COc1ccc(CCNC(C)CCc2ccc(OC)cc2)cc1 (stereo not drawn)	?	-1%	-17%[0.501 µM]
CCCCn1c(NS(=O)(=O)c2ccc(C)cc2)c(C(=O)OCC)c2nc3ccccc3nc21	2%	-17%	2%
CC(=NCc1ccco1)c1c(O)n(-c2ccc(Cl)cc2)c(=O)[nH]c1=O	3%	6%	-7%
CCCCOC(=O)COc1cc(C)cc2oc(=O)c3c(c12)CCC3	18%	-8%	-9%
Cc1ccc(OCC(=O)Nc2ccc(Cl)cc2C(=O)c2ccccc2)cc1C	·	-4%	-9%
O=C(O)C1C2CCC(O2)C1C(=O)NC1CCCCC1 (stereo not drawn)	5%	-2%	1%
O=P(Oc1ccccc1)(Oc1ccccc1)C(O)c1ccc(Cl)cc1 (stereo not drawn)	-4%	0%	-7%
O=C(c1cc(-c2ccccc2)nc2ccccc12)N1CCC2(CC1)OCCO2	6%	-16%	-6%
CN1C(CC(=O)c2ccccc2)CCCC1CC(O)c1ccccc1 (stereo not drawn)	2%&-1%	-1%&43%	10%&-6%
NC(=O)c1cc(N2CC2)c([N+](=O)[O-])cc1[N+](=O)[O-]	2%	-11%	-12%
CCOP(=O)(CN(CC)CCNP(=O)(OCC)OCC)OCC	4%	4%	-3%
CC(C)[C@H](N)C(=O)OCCOCn1cnc2c(=O)[nH]c(N)nc21	-14%&-2%	-9%&-8%	?
C=C(C)[C@H]1CN[C@H](C(=O)O)[C@@H]1CC(=O)O	-1%	·	-22%[0.501 µM]

The results go on:
SMILES	N370S GC mod	FEN1 inhibitor	KAT2A inh
CCNc1nc(Cl)nc(NCC)n1	-3%	·	28µM*
COC(=O)C(O)(c1ccc(N(C)C(=O)COc2ccccc2)cc1)C(F)(F)F (stereo not drawn)	4%	-1%	35%[activator]
C=CCn1c(O)c(C=NCCN2CCNCC2)c(=O)[nH]c1=O	-1%	-1%	-4%
CNC(=O)c1cccn(Cc2ccc(C(F)(F)F)cc2)c1=O	0%	31%	0%
O=C(c1cc2ccccc2oc1=O)N1CCC2(CC1)OCCO2	2%	0%	-21%
CC(C)OCCCNC(=O)c1c(N)n(Cc2cccs2)c2nc3ccccc3nc12	?	-22%	-20%
CCC(C#N)(CC)P(=S)(c1ccccc1)c1ccccc1	2%	-4%	-5%
O=c1c2ccccc2nc(-c2ccoc2)n1-c1ccccc1	8%	7%	3%
COc1cc(C(=O)OC2C[C@H]3CC[C@@H](C2)N3)ccc1O (stereo partly drawn)	-3%	-7%	-13%
O=C(N[C@H]1CN2CCC1CC2)c1ccc(Cl)cc1	1%&-2%	·	-7%&0%
COc1ccc(CC2C(=O)N(C)C(=O)N(C)C2=O)c(OC)c1	-17%	-7%	-19%
O=C(O)/C=C\CO	-4%	·	-11%
Cc1ccc(-c2nc(CN3C(=O)CN=C(c4ccccc4)c4ccccc43)c(C)o2)cc1	·	8%	-1%
CC(C)OC(=O)c1c(N)n(CC2CCCO2)c2nc3ccccc3nc12 (stereo not drawn)	?	0%	-20%
COc1ccc(CN2CCCC(C(=O)c3ccc(Cl)cc3)C2)c(OC)c1 (stereo not drawn)	-6%	-6%	-7%
O=c1c2ccccc2nc(N2CCCC2)n1-c1ccccc1	19%	0%	-11%
Cn1c(=O)cc(OCC(=O)N2CCN(Cc3ccc4c(c3)OCO4)CC2)c2ccccc21	2%	-16%	-1%
C(#CCN1CCOCC1)COC/C=C/c1ccccc1	-3%	-10%	-3%
CO[C@@H](C)[C@](O)(C(=O)OCC1=CCN2CC[C@@H](O)[C@H]12)C(C)C	0%[21.6 µM]	·	10%[21.4 µM]
CCN(CC)S(=O)(=O)c1ccc(C)c(NCC(=O)Nc2ccc(C#N)c(Cl)c2)c1	-6%	4%	-6%
Cc1cccc(-n2c(/C=C\c3cccc(Br)c3)nc3ccccc3c2=O)c1	·	13%	15%
O=NN1CCCC1c1cccnc1 (stereo not drawn)	-5%	·	-16%
O=C1NC(=O)N(Cc2ccco2)C(=O)/C1=C\c1cccn1CCOc1ccccc1	17%	17%	-24%
Cc1cccc(CN2CCCC(C(=O)c3ccc4c(c3)OCO4)C2)n1 (stereo not drawn)	-8%	-21%	1%
COC(=O)C1=C(c2ccc(-c3ccccc3)c(F)c2)C[C@@H]2CC[C@H]1N2C(=O)N1CCc2cc(OC)c(OC)cc2C1	·	-5%	-12%

Full records, quoted from the list. Values in the order: N370S GC mod | FEN1 inhibitor | KAT2A inh
C[C@]12CCC3C(CC[C@H]4C[C@@H](O)CC[C@]34C)C1CC[C@@H]2N (stereo partly drawn) is listed with · | -15% | -4%
Cc1cc(OCC(=O)NCC(O)c2ccccc2)c2c3c(c(=O)oc2c1)CCCC3 (stereo not drawn) is listed with 1% | -27% | -6%
Cc1n[nH]c(C)c1CCN is listed with 3% | 3% | -3%

The list goes on:
SMILES	N370S GC mod	FEN1 inhibitor	KAT2A inh
CCOC(=O)C1(CCc2ccccc2)CCN(CC(O)CO)CC1 (stereo not drawn)	-8%	6%	-5%
CCC12CN3CCN(CC(C3)/C1=N/NC(=O)c1ccncc1)C2	-4%	17%	-7%
CN1C(=O)N(C)C(=O)C2(Cc3ccccc3N3CCOCC32)C1=O (stereo not drawn)	-7%	-3%	-10%
O=C(O)CNC(=O)[C@@H](CS)Cc1ccccc1	-3%[21.6 µM]	·	13µM*
O=C1c2cccc3cccc(c23)C(=O)N1/N=C/c1c(O)n(-c2ccccc2)c(=O)[nH]c1=O	-4%	-9%	-11%
C[N+]1(C)C2CC[C@H]1CC(OC(=O)C(CO)c1ccccc1)C2 (stereo partly drawn)	-1%	7%	-10%
O=c1[nH]c(=O)n(C2CCCCC2)c(O)c1/C=N/N1CCCCC1c1cccnc1 (stereo not drawn)	0%	21%	-2%
NN=C(N)N	-1%&2%&3%&-10%&-4%	-6%[57.1 µM]	2%&4%&-9%&-4%
CCOC(=O)C(O)(c1ccc(NC(=O)c2ccc(Cl)c(Cl)c2)cc1)C(F)(F)F (stereo not drawn)	-3%	4%	-9%
CCc1nc2ccccc2c(=O)n1-c1ccccc1[N+](=O)[O-]	2%	-3%	-5%
Cc1c2cnn(CC(=O)N3CCC4(CC3)OCCO4)c(=O)c2c(C)n1Cc1ccccc1F	-3%	-1%	-1%
CCOc1ccc(CN(CCc2ccc3c(c2)OCO3)Cc2cccc(Br)c2)cc1	·	-20%	-14%
CCOC(=O)C1(CCOc2ccccc2)CCN(C2Cc3ccccc3C2)CC1	-25%	-11%	2%
CCCCNC(=S)N(CCN(CC)CC)Cc1cc2cc3c(cc2[nH]c1=O)OCO3	?	18%	6%
N[C@@H](Cn1oc(=O)[nH]c1=O)C(=O)O	0%&16%&16%	-7%	-2%
O=P(Oc1ccccc1)(Oc1ccccc1)c1ccccc1	18%	9%	-4%
COc1ccc(C=C2C(=O)N(C)C(=O)N(C)C2=O)cc1COc1ccc(NC(C)=O)cc1	2%	0%	-2%
COc1ccc(Cn2c(O)c(/C=N/NC(=O)c3ccccc3)c(=O)[nH]c2=O)cc1	3%	?	-27%
CN1C(=O)C(Cc2cccc3ccccc23)C(=O)N(C)C1=O	5%	0%	1%
[O]=[Cd]	9%	·	-14%
COc1ccc(-n2nc(C(=O)NCC(=O)N3CCC4(CC3)OCCO4)c3ccccc3c2=O)cc1OC	?	-9%	-7%
CN1CCN(c2ccc(C=O)cc2)CC1	-2%	1%	-23%
Cc1c(N=Cc2c(O)n(CCc3ccc(F)cc3)c(=O)[nH]c2=O)c(=O)n(-c2ccccc2)n1C	-2%	3%	-14%
CCOP(=O)(OCC)C(C)(C)NC(=O)C(Cl)(Cl)Cl	-3%	4%	?
C[C@@H](Cc1cccc(C(F)(F)F)c1)NCCCc1ccccc1	-18%	·	38%[activator][0.501 µM]
O=P1(Nc2cccnc2)COc2ccccc2OC1	5%	7%	-2%
CNP(=S)(NC)OCCOc1ccc(OC)cc1	-3%	-4%	3%

Reprinted from above, 5 compounds:
SMILES	N370S GC mod	FEN1 inhibitor	KAT2A inh
CCOC(=O)C1(CCc2ccccc2)CCN(CC(O)CO)CC1 (stereo not drawn)	-8%	6%	-5%
CCC12CN3CCN(CC(C3)/C1=N/NC(=O)c1ccncc1)C2	-4%	17%	-7%
CN1C(=O)N(C)C(=O)C2(Cc3ccccc3N3CCOCC32)C1=O (stereo not drawn)	-7%	-3%	-10%
O=C(O)CNC(=O)[C@@H](CS)Cc1ccccc1	-3%[21.6 µM]	·	13µM*
O=C1c2cccc3cccc(c23)C(=O)N1/N=C/c1c(O)n(-c2ccccc2)c(=O)[nH]c1=O	-4%	-9%	-11%
